CCT modulator = cytosolic chaperonin activity modulation | purified chaperonin ATPase assay, HTRF ADP detection, 30 min | activity change, % (no concentration beside the values), hits read low | 0.3% of 360,000 active | AID 651819; in the data active = activity change below about -30%; note: % is set by controls: 0 for no effect and ±100 for the full control effect
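First, chaperonin was dispensed at 40 nM or 20 nM final depending on batch activity. Next, compounds were pinned at 76 uM and ATP added at 10 uM. After 30 min at 37 °C, ADP detection reagents ran 30 min at ambient temperature.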
pAkt inh = blocks phosphorylation of Akt; Neuro2A IGF-stimulated pAkt S473 HTRF, 20 min; hits give low values; 0.32% of 360,000 active; AID 651550; activity change, % for hits at 50 µM; in the data active = activity change below about -80%; inconclusive = mostly about -51% to -80%; note: % is set by controls: 0 for no effect and ±100 for the full control effect
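Neuro2A cells in DMEM with 0.5% FBS, overnight at 37 deg C, given compound at single 50 µM final, then IGF (6 nM final) for 20 min at 37 deg C. Lysed; phospho-Akt Ser473 by HTRF after 24 h, 665/615 ratio.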
MmCpn inh = M. maripaludis TRiC chaperonin inhibition | purified Mm-Cpn ATPase, ADP Transcreener TR-FRET | Potency, µM (top dose mostly 76.9 µM), inactives show at the top dose activity, negative = inhibition, hits mostly inhibitors | 0.031% of 330,000 active | AID 504842; note: potency is the fitted concentration of half-maximal effect; % is set by controls: 0 for no effect and ±100 for the full control effect; nearly all actives have a fitted effect of over 80% in size
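ATPase read-out: TR-FRET ADP immunoassay (anti-ADP Eu cryptate vs ADP-d2), ex 320 nm, em 590/665 nm; signal drops as ADP forms. Enzyme 25 nM, ATP 10 uM, 30 min at 37°C after 10 min compound preincubation.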
TGFb inhibitor = inhibitors of TGF-b signaling. HepG2 CAGA-GFP TGF-b/SMAD3 reporter, GFP fluorescence, 18 h; TGF-beta stimulated, 500 pg/mL final. Potency, µM (doses to about 46.1 µM), without a hit: at the top dose activity, negative = inhibition, actives largely listed as inhibitors. 1.2% of 410,000 active; note: potency is the fitted concentration of half-maximal effect; % is set by controls: 0 for no effect and ±100 for the full control effect; nearly all actives have a fitted effect of over 65% in size
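Read-out: total well GFP (ex488/em500-530) summed from mean per-cell fluorescence. Cells: HEPG2 CAGA-GFP, 1% FBS DMEM, 18 h at 37 degrees C with 500 pg/mL final TGF-beta. Unstimulated wells served as the full-inhibition control; stimulated DMSO wells = 0%.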
A549 viability = A549 cytotoxicity, counter-screen for Nrf2 inhibitors; A549 ARE-Fluc cells, CellTiter-Fluor viability, 18-24 h; Potency, µM (series often up to 46 µM), for the others: top-dose activity change, negative = cytotoxicity, usual class: inhibitors; 0.16% of 390,000 active; note: potency is the fitted concentration of half-maximal effect; % is set by controls: 0 for no effect and ±100 for the full control effect
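A549 ARE-Fluc cells in 5% FBS OPTI-MEM, 5000 cells/well, rested 2 h then exposed to compounds in concentration-response for 18-24 h at 37 °C. Viability by CellTiter-Fluor fluorescence (Ex 405/Em 525) after 30 min; luciferase luminescence (BugLite, 15 min, RT) read afterwards.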
Nrf2 inh = blocks Nrf2 signaling; A549 ARE-Fluc reporter, luciferase luminescence, 18-24 h; 2.1% of 360,000 active; Potency, µM (doses to about 46 µM), for the others: at the highest dose activity change, negative = inhibition, actives largely listed as inhibitors; note: potency is the fitted concentration of half-maximal effect; % is set by controls: 0 for no effect and ±100 for the full control effect; nearly all actives have a fitted effect of over 60% in size
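Cells were seeded and rested 2 h, then exposed to compounds for 18-24 h. CellTiter-Fluor was read first as a viability measure. BugLite was added 15 min before the final luminescent read of ARE-luciferase activity in A549 cells.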
Nrf2 ARE act = Nrf2 pathway activation; 0.31% of 410,000 active; AID 624171; Potency, µM (top dose mostly 46.1 µM), inactives show top-dose activation, usual class: activators; AREc32 ARE-luciferase reporter (MCF7-derived line), luminescence, 24 h; note: potency is the fitted concentration of half-maximal effect; % of control where 0% means no effect; nearly all actives have a fitted effect of over 65% in size
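Quantitative high-throughput format: AREc32 reporter cells, 1000 per well, received compound by pin transfer and were incubated 24 hr at 37 deg C, 5% CO2, before Steady-Glo luminescence detection.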
HepG2 viability = HepG2 cytotoxicity, counter-screen for TGF-b inhibitors. AID 588856. Potency, µM (highest dose often 46.1 µM), for the others: top-dose activity change, negative = cytotoxicity, hits mostly cytotoxic. 0.76% of 410,000 active. HepG2 CAGA-GFP viability, ATP luminescence, 18 h; note: potency is the fitted concentration of half-maximal effect; some results filed as inactive show a strong effect at the top dose
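CellTiter-Glo luminescence gave cytotoxicity after 18 hours at 37 degrees C. The cells were HepG2 CAGA-GFP in 1% FBS DMEM, stimulated with 500 pg/mL TGF-beta after compound addition. %Activity was normalised to no-cell wells (complete cell-killing) and DMSO (no toxicity), and curves were fitted and classified.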
Abeta yeast res = A-beta toxicity reversal in yeast | 0.063% of 410,000 active | Potency, µM (series often up to 46.1 µM), for the others: top-dose growth rescue, actives largely listed as activators | yeast expressing A-beta42, growth rescue, OD600, 48 h; response scale: 0% DMSO, 100% iron-clioquinol control; note: potency is the fitted concentration of half-maximal effect; nearly all actives have a fitted effect of over 55% in size
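Yeast growth medium received pinned compounds, then yeast cells expressing toxic A-beta were added; plates incubated at 30 C for 48 hr. Growth read as absorbance at 600 nm, normalized to DMSO and equimolar FeCl3 plus clioquinol controls.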
* hit, by the source's call; i = inactive; u = inconclusive; x = not tested or not shown; [ ] = remark or other dose. Unless noted, calls come from the whole dose curve; as a rule, active = well fitted curve in the direction sought with a large enough effect; inconclusive = small, poorly fitted or top-dose-only effect, or another doubt; inactive = no such curve, though single readings can be large; an effect the other way counts as inactive or inconclusive. Not a hit list; about 4.3% have a hit in one of these screens.

#	Molecule	Abeta yeast res	pAkt inh	HepG2 viability	A549 viability	TGFb inhibitor	Nrf2 inh	Nrf2 ARE act	CCT modulator	MmCpn inh
1	O=C(c1ccncc1)N(c1ccc(N2CCOCC2)cc1)C(c1ccccc1)c1nc2ccccc2[nH]1 (centres undefined)	7.7%	i	-2.6%	x	-11.9%	x	13.1%	-0.6	x
2	Cc1ccc(C)c(C(=O)Nc2nc3ccccc3[nH]2)c1	-14.8%	i	-1.1%	9.2%	13.8%	u	2.1%	-4.8	-1.6%
3	CCc1nc2ccccc2n1CC(=O)OCC(=O)N(CC(C)C)c1c(N)n(Cc2ccccc2)c(=O)[nH]c1=O	7.1%	i	5.3%	-2.2%	5.1%	6.3%	-0.7%	-3.0	0.1%
4	O=c1[nH]c(SCc2ccccc2Cl)nc2[nH]ncc12	0.2%	i	-1.4%	0.9%	7.3%	-26.9%	8.0%	1.6	1.1%
5	O=C(Cc1cccc2ccccc12)N/N=C/c1ccc(F)cc1	28.2%	i	-56.6%	-10.1%	-14.5%	u	-0.1%	-1.4	1.5%
6	CCOc1ccccc1NC(=O)c1cc(S(=O)(=O)N2CCC3(CC2)OCCO3)ccc1F	-1.9%	i	-2.0%	17.0%	-12.4%	-15.2%	-1.0%	0.0	-7.1%
7	CCc1ccccc1N1C(=O)C2C3CC(=O)C(c4ccccc43)C2C1=O (centres undefined)	6.8%	i	4.4%	7.3%	-12.7%	18.1%	-0.5%	-1.1	0.2%
8	CC1(C)C(C(=O)O)N2C(=O)C(NC(=O)Cc3ccccc3)C2S1=O (centres undefined)	8.7%	i	3.2%	4.3%	3.9%	0.5%	0.2%	-0.4	1.5%
9	C(=Nc1ccc(N2CCOCC2)cc1)c1c[nH]c2ccccc12	-1.4%	i	12.9%	1.2%	-7.0%	24.3%	4.2%	-1.6	-7.8%
10	Cc1ccc(-n2ncc3c(Nc4ccccc4C)ncnc32)cc1	-3.4%	x	-21.8%	-1.5%	1.0%	x	0.9%	x	x
11	Cn1c2ccc(F)cc2c2ncn(CCCN(CCO)CCO)c(=O)c21	-2.4%	i	-23.4%	-2.9%	25.7%	u	3.1%	-3.9	-4.3%
12	CCN(CC)c1ccc(/C=c2\sc3nnc(-c4ccccc4Cl)n3c2=O)cc1	3.9%	i	-6.2%	-2.5%	0.9%	15.5%	-0.1%	-1.5	-27.4%
13	CCOC(=O)C1CCCN(S(=O)(=O)c2ccc(C)cc2)C1 (centres undefined)	5.6%	i	-77.9%	4.4%	10.6%	u	-0.9%	-3.1	-2.1%
14	COc1ccc2sc(-c3ccccc3OC)c(-c3ccc(O)cc3)c2c1	-59.0%[inhibitor]	i	-45.4%	1.7%	u	-22.1%	5.4%	-1.5	-27.6%
15	O=C1c2ccccc2C(=O)N1CCc1nc2ccccc2c(=O)n1Cc1ccco1	15.9%[9.22 µM]	i	-0.9%	-0.2%	u	x	-0.6%	-11.2	0.1%
16	COc1ccc(C(=O)C[n+]2ccccc2/C=N/O)cc1	-3.8%	i	-5.0%	-17.7%	-13.3%	20.7%	2.6%	-3.5	-3.7%
17	Cc1ccc(Cn2nc(C)c(NC(=O)C3CC3)c2C)cc1	4.1%	i	-9.1%	4.3%	-11.5%	0.3%	-0.4%	-2.4	-1.8%
18	COC(=O)c1sc(N)c(C(=O)OC)c1COC(=O)[C@@H](NS(=O)(=O)c1cccc(Cl)c1)C(C)C	22.0%	i	-3.1%	-0.7%	-14.8%	3.9%	2.2%	-0.4	-7.1%
19	N#Cc1ccc(C=NN2CCCCCC2)cc1	-9.1%	i	-8.9%	-1.1%	-11.4%	u	5.8%	3.2	x
20	COc1cccc(C(=O)NCCCNC(=O)c2ccco2)c1	-7.2%	i	21.7%	4.6%	5.6%	u	0.0%	1.1	0.6%
21	Cc1[nH]n(-c2nc(-c3cccc([N+](=O)[O-])c3)cs2)c(=O)c1C	8.2%	i	-31.1%	7.6%	-5.1%	28.2%	5.8%	-1.3	-1.1%
22	COc1ccc(N(CC(=O)NN=C2CCCCCCC2)S(=O)(=O)c2ccccc2)cc1Cl	-8.9%	i	-18.3%	-4.7%	7.8%	-9.2%	-0.4%	3.0	0.2%
23	CCOc1ccc2[nH]c(=O)c(CN(CCN3CCCC3)C(=S)Nc3ccccc3OC)cc2c1	-8.5%	i	-19.3%	-10.8%	-17.6%	9.2%	0.6%	2.3	u
24	CC(=O)N(C)c1cccc(-c2ccc3nnc(C)n3n2)c1	-7.8%	i	-1.1%	-0.9%	0.0%	-20.4%	-0.1%	-0.8	2.4%
25	Cn1c(=O)oc2cc(S(=O)(=O)Nc3ccc(Cl)cc3F)ccc21	16.4%	i	-10.4%	1.3%	0.2%	-5.2%	0.4%	-0.4	2.3%

Shown in transposed form: 4 of the compounds above
[4] O=c1[nH]c(SCc2ccccc2Cl)nc2[nH]ncc12
[5] O=C(Cc1cccc2ccccc12)N/N=C/c1ccc(F)cc1
[6] CCOc1ccccc1NC(=O)c1cc(S(=O)(=O)N2CCC3(CC2)OCCO3)ccc1F
[7] CCc1ccccc1N1C(=O)C2C3CC(=O)C(c4ccccc43)C2C1=O (centres undefined)
assay / compound | 4 | 5 | 6 | 7
Abeta yeast res | 0.2% | 28.2% | -1.9% | 6.8%
pAkt inh | i | i | i | i
HepG2 viability | -1.4% | -56.6% | -2.0% | 4.4%
A549 viability | 0.9% | -10.1% | 17.0% | 7.3%
TGFb inhibitor | 7.3% | -14.5% | -12.4% | -12.7%
Nrf2 inh | -26.9% | u | -15.2% | 18.1%
Nrf2 ARE act | 8.0% | -0.1% | -1.0% | -0.5%
CCT modulator | 1.6 | -1.4 | 0.0 | -1.1
MmCpn inh | 1.1% | 1.5% | -7.1% | 0.2%

Following part:
#	Molecule	Abeta yeast res	pAkt inh	HepG2 viability	A549 viability	TGFb inhibitor	Nrf2 inh	Nrf2 ARE act	CCT modulator	MmCpn inh
26	O=C1CC(SC(=S)C2CCCC2=O)C(=O)N1 (centres undefined)	-17.1%	i	-7.4%	x	-11.6%	x	4.7%	-0.7	x
27	O=C(COC(=O)c1ccc([N+](=O)[O-])o1)Nc1ccc2c(c1)OC(F)(F)O2	-74.1%[inhibitor]	i	-3.8%	x	4.8%	x	7.3%	0.5	x
28	COc1ccccc1N1CCN(C2CCCN(C(=O)c3cscn3)C2)CC1 (centres undefined)	13.2%	i	10.2%	-0.5%	4.3%	4.6%	-0.4%	-0.4	0.0%
29	COc1ccc(NC(=O)NC(C)c2c(-n3cccc3)sc(C)c2C)cc1OC (centres undefined)	-4.3%	x	-33.3%	-12.7%	x	20.6µM*	0.4%	x	x
30	CCCNC(=O)N1CCN(Cc2ccco2)CC1	-3.1%	i	-14.3%	7.2%	-15.4%	-3.2%	2.4%	-62.6*	0.1%
31	Cn1c(CN2CCOCC2)nnc1SCc1ccc(C#N)cc1	-2.9%	i	0.8%	-10.8%	-3.8%	-25.7%	-0.1%	0.3	-0.2%
32	NC1=NC(=O)/C(=C/c2ccc(OCC(=O)O)cc2)S1	3.5%	i	-7.5%	-14.3%	4.4%	-19.8%	-1.0%	-0.8	0.9%
33	CC(=O)C1=C(c2ccccc2)NC(=S)NC1c1ccc(O)c(O)c1 (centres undefined)	-17.2%	i	-42.2%	2.1%	-7.3%	2.0%	-0.2%	-0.7	2.0%
34	Cc1ccc(Oc2ccc(OCC(=O)NC(CC(C)C)C(=O)O)cc2)cc1 (centres undefined)	8.1%	i	5.4%	-4.5%	-7.3%	-21.5%	-0.9%	-0.5	1.1%
35	Cc1ccc(N(Cc2cccs2)C(=O)Nc2cccc(Cl)c2)cc1	-2.7%	x	6.6%	5.1%	35.7%[activator]	-3.3%	-1.0%	x	x
36	COc1ccc(-n2c(C)cc(=O)c3c2CC(C)(C)CC3=O)cc1	19.0%	i	-20.5%	1.0%	-3.1%	13.3%	-1.2%	2.6	-2.7%
37	Cc1ccc(-n2nnnc2SCC(=O)Nc2cccc(NC(=O)c3ccco3)c2)cc1C	11.1%	i	-16.3%	-1.6%	6.8%	u	2.2%	-1.2	-1.2%
38	Cc1cc(CCCCCCCCc2cc(C)cc(=O)o2)oc(=O)c1	-8.2%	i	-27.0%	-1.4%	18.2%	-22.8%	0.2%	-1.5	0.6%
39	COc1ccc(-c2nn(C)c3sc(C(=O)Nc4cccc(F)c4)cc23)cc1OC	-12.2%	x	-55.4%	-24.1%	-3.5%	x	6.2%	x	x
40	Cc1ccc(NC(=S)N(CCCN2CCCC(C)C2)Cc2ccco2)cc1C (centres undefined)	-4.5%	i	-25.7%	-5.5%	-3.7%	21.2%	0.1%	-2.0	1.6%
